TbPYK inhibitor: qHTS of Trypanosoma Brucei Inhibitors; pyruvate kinase (Trypanosoma brucei), Q57TT1; 410,000 tested, 0.12% active; Potency, µM (highest dose often 76.8 µM), without a hit: top-dose activity, negative = inhibition, hits mostly inhibitors; TbPYK enzyme, Kinase-Glo Plus ATP luminescence, 45 min; active = well fitted inhibition curve with a large enough effect; note: nearly all actives have a fitted effect of over 50% in size
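ADP (130 uM final) triggers the TbPYK reaction after compound addition; incubation is 45 min at room temperature. Kinase-Glo Plus is then added and luminescence imaged. Normalized data are fitted to concentration-effect curves.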
* marks the source's active call; other numbers are inactive results; & = joins results of further samples; [ ] = dose if it differs, or a comment. % is set by controls: 0 for no effect and ±100 for the full control effect; potency is the fitted concentration of half-maximal effect.

SMILES | TbPYK inhibitor
COc1ccc(NC(=O)Cn2c(=O)n(CCC(=O)NCc3ccccc3OC)c(=O)c3ccccc32)cc1Cl | 1%
O=C(CN1CCOc2ccccc21)NC1CCCCCCC1 | -18%
CCOc1ccc(C(=O)c2cn(Cc3ccc(OC)cc3)c3cc(OC)c(OC)cc3c2=O)cc1 | 1%
COCCN(CC(=O)Nc1cccc(C)c1C)C(=O)C1CCN(S(=O)(=O)c2ccccc2)CC1 | -4%
CC(=O)NCCNc1nc2cc(-c3cscc3C)sc2c(=O)n1C | 2%
COc1cc(OC)cc(-c2nc(-c3ccc4c(c3)[nH]c(=O)n4C)no2)c1 | -2%
CC(C)C[C@H]1CNC(=S)N1C[C@H]1CCCN1C[C@H](Cc1ccccc1)N1C[C@H](Cc2ccc(O)cc2)N(CC2CCCCCC2)C1=S | -3%
CC(=O)c1cccc(Nc2nc(-c3cccc(C)c3)nc3ccccc23)c1 | -5%
COc1cc(SC)ccc1C(=O)N1CCn2c3c(c4cc(C)ccc42)CCCC31 (stereo not drawn) | 4%
O=C1C=C(c2n[nH]nc2-c2ccccc2)C[C@@H](c2ccc(F)cc2)C1 | 4%
O=P1(O)Cc2ccccc2-c2ccccc21 | 0%
O=C(CC1N=C2c3ccccc3N=C(SCc3ccc(Cl)cc3)N2C1=O)NCCc1ccccc1 (stereo not drawn) | 5%
O=C(CCn1cnc2onc(-c3ccc(F)cc3)c2c1=O)N1CCN(c2ccc(F)cc2)CC1 | 2%
C[C@@H]1CN([C@@H](C)CO)C(=O)CCCn2nncc2CO[C@H]1CN(C)C(=O)Nc1cccc2ccccc12 | -4%
CC(C)Nc1nc(Nc2ccc(F)cc2)c2sccc2n1 | 5%
CC(C)(C)OC(=O)N1CCC(c2c(C(=O)NC3CCN(Cc4ccccc4)CC3)cnn2-c2cccc(F)c2)CC1 | -2%[15.4 µM]
O=C1NC(=O)N2CCSC2(Cc2ccccc2)N1 (stereo not drawn) | -1%
CCC(=O)N1c2ccccc2CC1C(=O)NCCCN1CCN(c2cccc(Cl)c2)CC1 (stereo not drawn) | 2%
Clc1cccc(C2=NC(c3cccs3)=Nc3ccc(Br)cc3N2)c1 | -7%
Cc1ccc(Cc2c(-c3ccco3)nc3ccc(Br)cn23)cc1 | -22%
COCCCN1C(=O)C(CC(=O)NCCCCc2ccccc2)CC(C(=O)N(C(C)C)C(C)C)=C1C (stereo not drawn) | 2%
Cc1cc(C)cc(OC(=O)c2cc(-c3ccc4c(c3)OCCO4)on2)c1 | -1%
O=C(CCS(=O)(=O)c1ccccc1)N(Cc1cccnc1)c1nc2ccc(Cl)cc2s1 | -1%
CC(=O)Nc1ccc(CNc2nc3cc(-c4ccccc4C)sc3c(=O)n2C)cc1 | -8%
Cc1ccc(CNC(=O)COCc2cc(-c3ccc4c(c3)OCO4)on2)cc1 | 4%
CCN(CC)CCCNC(=O)c1nn(-c2ccc(OC)cc2)c(=O)c2c1c1ccccc1n2C | 0%
CC1=C(C(=O)OCc2ccc(C)cc2)C(c2ccccc2C(F)(F)F)CC(=O)N1 (stereo not drawn) | 4%
CCOC(=O)C1=CCN(S(=O)(=O)c2ccc(F)cc2)C1c1ccc(Br)cc1 (stereo not drawn) | -3%
COc1ccc(CCNC(=O)Cc2c(C)c3ccc(O)c(C)c3oc2=O)cc1OC | -5%
COc1cc(-c2nnc(-c3cc(-c4ccccc4)nc4ccccc34)o2)cc(OC)c1OC | 4%
CC1=C(C(=O)N2CCN(c3cccc(Cl)c3)CC2)C2(CCCCC2)OC1=O | -4%
Cc1cccc(NC(=O)CSc2nnc(NC(=O)Nc3ccccc3)s2)c1C | -11%
O=C(c1ccco1)N1CCN(C2CN(Cc3ccc([N+](=O)[O-])cc3)S(=O)(=O)C2)CC1 (stereo not drawn) | 1%
COc1ccc(C2=C(C)C(=NCCCN3CCN(c4cc(C)ccc4C)CC3)NS2(=O)=O)cc1 | -6%
CC1=CC(=O)N(c2cccc3c(N4C(=O)C=C(C)C4=O)cccc23)C1=O | -10%
CCc1c(C)c(C#N)c2nc3ccccc3n2c1Nc1cccc(C(F)(F)F)c1 | -7%
Cc1ccc(CN2c3ccccc3-c3nc(SCC(=O)Nc4c(C)cc(C)cc4C)ncc3S2(=O)=O)cc1 | 5%
CCc1ccc(OCC(=O)N(Cc2ccc(OC)cc2)C2CCS(=O)(=O)C2)cc1 (stereo not drawn) | 1%
CCc1ccc(/C=C\C(=O)N2CCCC2)cc1 | -18%
CN1OC[C@@H]2CN(Cc3ccccc3)[C@H](c3ccc(-n4ccnc4)cc3)C[C@@H]21 | 4%
O=C(COc1ccc([N+](=O)[O-])cc1)N1CCC(c2nc3ccccc3s2)CC1 | 0%
CCCCOC(=O)c1ccc(NC(=O)c2ccc3c(c2)CCCN3S(C)(=O)=O)cc1 | 1%
Cc1cccc(N2CCN(C(=O)COc3noc4nc(C)cc(C)c34)CC2C)c1 (stereo not drawn) | 4%
O=C(COC(=O)C1CC(=O)N(Cc2ccccc2)C1)Nc1ccc([N+](=O)[O-])cc1Br (stereo not drawn) | -12%
CCCNC(=O)c1c2c(nc3ccccc13)C(=O)N(C1CCCCC1)C2 | 3%

Reformatted: results already given
CCc1ccc(/C=C\C(=O)N2CCCC2)cc1
  TbPYK inhibitor = -18%
CN1OC[C@@H]2CN(Cc3ccccc3)[C@H](c3ccc(-n4ccnc4)cc3)C[C@@H]21
  TbPYK inhibitor = 4%
O=C(COc1ccc([N+](=O)[O-])cc1)N1CCC(c2nc3ccccc3s2)CC1
  TbPYK inhibitor = 0%
CCCCOC(=O)c1ccc(NC(=O)c2ccc3c(c2)CCCN3S(C)(=O)=O)cc1
  TbPYK inhibitor = 1%

Further compounds
SMILES | TbPYK inhibitor
CCCN1CCN(CCNC(=O)Nc2cc(C)ccc2OC)CC1 | 0%
COc1ccc(Cl)cc1NC(=O)C(=O)NCc1ccc(Cl)cc1 | 4%
CCCOc1ccc(OC(=O)c2cn(-c3ccc(OC)cc3)c(=O)c3ccccc23)cc1 | -2%
COc1ccc(C)cc1N1CC(C(=O)Nc2cccc(C(=O)NC3CC3)c2)CC1=O (stereo not drawn) | 1%
CCN(CC)S(=O)(=O)c1ccc2c(c1)N(CC(=O)NCCCN1CCN(c3ccccc3F)CC1)C(=O)CO2 | 3%
COC(=O)c1ccc(NC(=O)CSc2n[nH]c(CC(C)C)n2)cc1 | -7%
COc1ccc(-c2cc(C(F)(F)F)n3nc(-c4ccccc4)cc3n2)cc1OC | -1%
Cc1cccc(-c2cc(-c3ccccc3)nc(SCC(=O)Nc3ccccc3)c2C#N)c1 | -1%
COc1ccccc1-c1cnc(C(O)c2ccc(Cl)cc2)[nH]1 (stereo not drawn) | 6%
COc1ccc(S(=O)(=O)NCc2nc3nc(C)cc(C)n3n2)cc1 | 2%&-7%
Cc1cccc(NC(=O)CSc2nc3ccc(NC(=O)c4cccs4)cc3s2)c1 | -15%
Cc1ccc(-c2csc(-c3cc4c([nH]c3=O)CC(c3ccccc3)CC4=O)n2)cc1 (stereo not drawn) | -3%
CN(C)C(=O)c1cccc(-c2cnc3c(NC=O)cc(-c4cccc(C(F)(F)F)c4)cn23)c1 | -3%
COc1ccc(Cl)cc1NC(=O)CSc1cc(C)[nH]c(=O)n1 | 1%
COc1ccc(CNC(=O)c2cc(-c3cccc(Cl)c3)on2)cc1 | 5%
Cc1ccccc1Cn1c2ccccc2c2cnn(CC(=O)NCC(C)c3ccccc3)c(=O)c21 (stereo not drawn) | 0%
Cc1cc2ccccc2n1CCNC(=O)c1cccc(Cl)c1 | 0%
NC(=O)c1ncn([C@@H]2O[C@H](CNC(=O)[C@@H](N)Cc3cccnc3)[C@@H](O)[C@H]2O)n1 | -5%
Cc1ccc(S(=O)(=O)N(C)c2ccc(OC(=O)CN3C(=O)NC(C)(c4ccccc4)C3=O)cc2)cc1C (stereo not drawn) | -8%
Cc1ccc(C)c(N2CCN(C(=O)c3c4c(nc5ccccc35)C(=O)N(C3CCCCC3)C4)CC2)c1 | -1%
CCOCCCNC(=O)C1CCC(CNS(=O)(=O)c2ccc(NC(C)=O)cc2)CC1 (stereo not drawn) | 4%[15.4 µM]
CC(Oc1ccccc1)C(=O)Nc1c(C(=O)Nc2cccc(F)c2)oc2ccccc12 (stereo not drawn) | -3%
CC1(C(=O)NCc2cccc3ccccc23)CCN1CCc1ccccc1 (stereo not drawn) | -2%
CCN(CC)C(=O)CSc1cn(CC(=O)N2CCCCCC2)c2ccccc12 | 1%
COc1cc2c(cc1[N+](=O)[O-])-c1ccc([N+](=O)[O-])cc1C2=NO | -8%
Cc1ccsc1CN(C)c1ncnc2ccc(-c3ccoc3)cc12 | 0%
CCC(Cn1nnc2ccccc2c1=O)NC(=O)Nc1ccc(C)cc1C (stereo not drawn) | 0%
COc1ccc(-c2nc3ccc(Cl)cn3c2Nc2ccc(C)cc2)cc1 | 4%
COc1ccc(C(=O)N2C=Cc3ccccc3C2C(N)=O)cc1 (stereo not drawn) | -15%
Cc1c(C(=O)NCc2ccc3c(c2)OCCO3)sc(=O)n1Cc1ccc2c(c1)OCO2 | 3%

At a glance, 6 of the compounds above:
SMILES | TbPYK inhibitor
Cc1ccccc1Cn1c2ccccc2c2cnn(CC(=O)NCC(C)c3ccccc3)c(=O)c21 (stereo not drawn) | 0%
Cc1cc2ccccc2n1CCNC(=O)c1cccc(Cl)c1 | 0%
NC(=O)c1ncn([C@@H]2O[C@H](CNC(=O)[C@@H](N)Cc3cccnc3)[C@@H](O)[C@H]2O)n1 | -5%
Cc1ccc(S(=O)(=O)N(C)c2ccc(OC(=O)CN3C(=O)NC(C)(c4ccccc4)C3=O)cc2)cc1C (stereo not drawn) | -8%
Cc1ccc(C)c(N2CCN(C(=O)c3c4c(nc5ccccc35)C(=O)N(C3CCCCC3)C4)CC2)c1 | -1%
CCOCCCNC(=O)C1CCC(CNS(=O)(=O)c2ccc(NC(C)=O)cc2)CC1 (stereo not drawn) | 4%[15.4 µM]

(continued)
SMILES | TbPYK inhibitor
Cc1[nH][nH]c(=O)c1N=Nc1ccc(S(N)(=O)=O)cc1 | -3%
CCC(=O)N1c2ccc(S(=O)(=O)NCc3cccc(OC)c3)cc2CC1C (stereo not drawn) | 4%
CC(O)C1C=CC=CC(=O)OC2CC3OC4C5OC5(C)CCC4(COC(=O)C4OC4(C)C(O)CO1)C2(C)C31CO1 (stereo not drawn) | -2%
CC(NCCCSc1ccccc1)C(O)c1ccc(O)cc1 (stereo not drawn) | 1%
CCCCCCN1CCN(C2CN(Cc3ccc([N+](=O)[O-])cc3)S(=O)(=O)C2)CC1 (stereo not drawn) | -4%
NCCc1nnc(SCc2ccc(Cl)cc2)o1 | 3%
Cc1noc(C)c1-c1ccc(C(=O)Nc2cccc(C(F)(F)F)c2)c2occc12 | 3%
OC(c1cc(Cl)cc(Cl)c1)c1ncc(-c2ccccc2C(F)(F)F)[nH]1 (stereo not drawn) | 1%
CCc1ccc(OCC(=O)Nc2cc3oc4ccccc4c3cc2OC)cc1 | 1%
Cc1ccc(C2=CC(c3ccc(C)cc3)n3ncnc3N2)cc1 (stereo not drawn) | -12%
Cc1c(C(=O)OCCOc2ccccc2)[nH]c2c1C(=O)CC(c1ccc(C(C)(C)C)cc1)C2 (stereo not drawn) | 4%
c1ccc(N2CCC3(CCNCC3)CC2)cc1 | -5%
COc1ccc(C2NC(=S)N3C(c4ccc(OC)c(OC)c4)NC(=S)N23)cc1OC (stereo not drawn) | -5%
COC(=O)[C@]12CCCCC=C1N(Cc1ccccc1)C(=O)[C@H](CC(=O)NCC1CCCCC1)C2 | -2%
CN1CCN(c2ncnc3c2ncn3[C@H]2CN(Cc3ccc(-c4ccccc4)cc3)C[C@@H](CO)O2)CC1 | 3%
O=C(O)COc1ccc(Cl)cc1C1CCCCC1 | 1%
[O-][n+]1ccc(OCc2ccccc2)cc1 | 4%
CN(C)c1ncnc2c1nnn2C1OC(CO)C(O)C1O (stereo not drawn) | 7%
O=C(Nc1c[nH]c(=O)[nH]c1=O)OCc1ccccc1 | 1%
CC1=C(C(=O)N2CCOCC2)CC(CC(=O)NCCc2ccccn2)C(=O)N1Cc1ccc(F)cc1 (stereo not drawn) | 4%
CN(C)c1ccc(CNS(=O)(=O)c2ccc3[nH]c4c(c3c2)CCCCC4)cc1 | -5%
CCC(C)NC(=O)Cn1c(=O)n(Cc2ccc(C(=O)NCc3ccccc3OC)cc2)c(=O)c2ccccc21 (stereo not drawn) | -8%
O=C(CCSCCC(=O)NN=Cc1ccc(F)cc1)NN=Cc1ccc(F)cc1 | 4%
COc1ccccc1-c1nc(SCC(=O)NCc2ccccc2)c2c(=O)n(C)c(=O)n(C)c2n1 | 2%
Cc1ccsc1C(=O)N1CCCC(C)(C(=O)NS(=O)(=O)C2CC2)C1 (stereo not drawn) | 7%
CN(CCOc1ccccc1)Cc1ccccc1 | 0%
Cc1cc(Nc2ccccc2C)nc(-n2nc(C)cc2C)n1 | 2%
COc1ccc(C(=O)Nc2ccc(S(=O)(=O)N3CCc4ccccc43)cc2)cc1 | 5%
Cc1cc(C)c(S(=O)(=O)Nc2ccc(-c3ccc(N4CCCCCC4)nn3)cc2)c(C)c1 | 0%
COc1cc(-c2nc(S(=O)(=O)c3ccc(Br)cc3)c(N3CCOCC3)o2)cc(OC)c1OC | 0%
O=C(CN1C(=O)NC2NC(=O)NC21)NC1CCCCC1 (stereo not drawn) | 2%
CC(=O)NC(CCC(N)=O)C(=O)O (stereo not drawn) | 3%
Cc1ccccc1Cn1c(=O)n(CCC(=O)NCc2ccco2)c(=O)c2sccc21 | 2%

High-throughput results as filed in PubChem BioAssay.

A portion of the library (hit frequency here may not be typical).
